# Compound activity deposited in PubChem BioAssay by National Center for Advancing Translational Sciences (NCATS).
# ERG Ets-DNA blk: qHTS for Small Molecule Inhibitors of the ERG Ets/DNA interaction | Transcriptional regulator ERG (Homo sapiens), P11308 | fluorescence polarization, His-ERG Ets domain / labelled DNA | Potency, µM (top dose mostly 76.9 µM), inactives show top-dose FP activity, negative = inhibition, most hits filed as inhibitors | 370,000 tested, 0.028% active; active means well fitted inhibition curve with a large enough effect in the polarisation, with a control signal flat; inconclusive means small, poorly fitted or top-dose-only effect, or effect the other way, or a change in a side signal; inactive means no such curve, though single readings can be large or run the other way; the % refers to the polarisation;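 further: polarization taken with two DNA probes labelled with fluorescein and Texas red; potency means the concentration at half of the fitted maximal effect; % of control where 0% means no effect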
# Target sequence (P11308 whole entry, looked up, the tested form may be a part): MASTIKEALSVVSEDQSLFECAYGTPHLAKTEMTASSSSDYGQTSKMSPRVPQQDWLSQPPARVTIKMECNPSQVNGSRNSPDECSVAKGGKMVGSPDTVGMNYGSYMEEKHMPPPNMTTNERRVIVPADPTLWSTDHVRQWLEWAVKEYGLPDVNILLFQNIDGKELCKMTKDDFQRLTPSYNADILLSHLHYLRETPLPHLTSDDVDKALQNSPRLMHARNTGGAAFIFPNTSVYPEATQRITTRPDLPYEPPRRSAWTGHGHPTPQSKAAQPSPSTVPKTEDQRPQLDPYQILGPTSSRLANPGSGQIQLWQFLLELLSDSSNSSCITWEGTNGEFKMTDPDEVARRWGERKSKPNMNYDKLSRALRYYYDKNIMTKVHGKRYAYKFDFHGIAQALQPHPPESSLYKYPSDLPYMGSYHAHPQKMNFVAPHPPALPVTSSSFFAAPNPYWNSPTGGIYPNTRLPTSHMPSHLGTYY
#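 His-tagged ERG Ets domain (1 uM in the protein solution; 300mM KCl, 50mM Tris-HCl, 1mM EDTA, 1mM DTT, pH 7.5) received compound, then a probe mix of 5 nM fluorescein-DNA and 100nM Texas-615-DNA. Fluorescence polarization was read for both dyes.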
# POLB inh: qHTS Assay for Inhibitors of DNA Polymerase Beta; Potency, µM (doses to about 114 µM), for inactives: top-dose activity change, negative = inhibition, usual class: inhibitors; AID 485314, 2010; P06746; 340,000 tested, 1.3% active; Pol beta primer extension/strand displacement, fluorescence kinetic; further: potency means the concentration at half of the fitted maximal effect; on the % scale 0 is the no-effect control and ±100 the full control effect
#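 Pol beta (10 nM) and compounds were preincubated 15 min at room temperature, then 50 nM substrate (final) started primer extension/strand displacement. Reads were taken at 0 and 10 min; concentration-response data were fitted to a four-parameter Hill equation.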
# TRHR ag: qHTS for Small Molecule Agonists and Allosteric Enhancers of Human TRH Receptor: Primary Screen for Agonists; activation, % at 2 µM; TRHR cells, calcium flux fluo-8, FDSS agonist mode; 360,000 tested, 0.18% active; in the data active means activation above about 30%; further: 0% is about no effect
# Target sequence (P34981 whole entry, looked up): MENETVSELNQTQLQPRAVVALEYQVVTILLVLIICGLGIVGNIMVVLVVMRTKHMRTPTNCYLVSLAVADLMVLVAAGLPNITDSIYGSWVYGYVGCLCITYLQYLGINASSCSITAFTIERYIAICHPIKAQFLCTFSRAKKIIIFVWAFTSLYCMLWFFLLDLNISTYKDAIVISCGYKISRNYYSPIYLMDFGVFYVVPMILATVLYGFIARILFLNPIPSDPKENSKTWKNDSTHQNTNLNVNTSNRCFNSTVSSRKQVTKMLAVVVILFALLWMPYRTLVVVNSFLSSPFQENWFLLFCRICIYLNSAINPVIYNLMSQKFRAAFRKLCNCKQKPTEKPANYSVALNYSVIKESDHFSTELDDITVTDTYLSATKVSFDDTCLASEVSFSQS
#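 Fluo-8-loaded TRHR cells; 10 s baseline, compound added, kinetic Ca2+ fluorescence read 1/s, agonist mode.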
# Apoferritin bind: qHTS Assay for Identification of Novel General Anesthetics | apoferritin/1-aminoanthracene competitive binding, fluorescence | Potency, µM (top dose mostly 77.5 µM), inactives show top-dose activity change, negative = displacement, usual class: inhibitors | 350,000 tested, 0.074% active | Ferritin light chain (Equus caballus), P02791; further: potency means the concentration at half of the fitted maximal effect; on the % scale 0 is the no-effect control and ±100 the full control effect; nearly all actives have a fitted effect of over 20% in size
# Target sequence (P02791 2-175 limits assumed): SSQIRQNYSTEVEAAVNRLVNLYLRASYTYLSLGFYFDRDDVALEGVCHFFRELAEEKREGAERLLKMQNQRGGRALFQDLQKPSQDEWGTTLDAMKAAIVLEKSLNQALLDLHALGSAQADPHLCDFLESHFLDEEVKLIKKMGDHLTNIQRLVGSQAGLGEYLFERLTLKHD
#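 Read-out: endpoint 1-AMA fluorescence, excitation 380 nm and emission 535 nm, after compounds sit 10 min at room temperature with 10 uM horse-spleen apoferritin in 50% saturated 1-AMA/PBS. Values come from four-parameter Hill fits.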
# APEX1 inh: qHTS Assay for Inhibitors of the Human Apurinic/apyrimidinic Endonuclease 1 (APE1); recombinant APE1, TAMRA/BHQ-2 abasic DNA cleavage fluorescence; Potency, µM (top dose mostly 65.8 µM), for the others: top-dose activity change, negative = inhibition, hits mostly inhibitors; 350,000 tested, 0.35% active; AID 2517, 2012;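 further: potency means the concentration at half of the fitted maximal effect; plate controls were vehicle for no effect and reference inhibitor for full effect; nearly all actives have a fitted effect of over 55% in size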
#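 Activity was derived from the fluorescence gain between first and third kinetic reads (60 s intervals, ex 525/em 598 nm) after 50 nM THF-abasic TAMRA/BHQ-2 duplex was added to 0.75 nM APE1 preincubated 15 min with compound.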
# BLM inh: qHTS Assay for Inhibitors of Bloom's syndrome helicase (BLM). recombinant BLM DNA unwinding, fluorescence dequenching. Potency, µM (doses to about 56.1 µM), for the others: at the top dose activity change, negative = inhibition, usual class: inhibitors. 350,000 tested, 0.2% active;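 further: potency means the concentration at half of the fitted maximal effect; plate controls were vehicle for no effect and no enzyme for full effect; nearly all actives have a fitted effect of over 35% in size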
# Pol iota inh: qHTS for Inhibitors of Polymerase Iota; Pol iota fluorescent replication assay, 10 min; Potency, µM (doses to about 115 µM), for the others: top-dose activity, negative = inhibition, actives largely listed as inhibitors; 390,000 tested, 1% active; AID 588590, 2011; further: potency means the concentration at half of the fitted maximal effect
#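 Fluorescent replication assay read twice, at 0 min and 10 min after adding 50 nM (final) substrate. Enzyme (10 nM) and compounds were first incubated 15 min at room temperature; enzyme-free buffer wells were negative controls.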
# 12-LOX inh: Primary qHTS assay for inhibitors of human arachidonate 12S-lipoxygenase (ALOX12): Round 2 | Polyunsaturated fatty acid lipoxygenase ALOX12 (Homo sapiens), P18054 | purified 12hLO, xylenol orange hydroperoxide absorbance | Potency, µM (titrated, usually from 108 µM), for the others: at the top dose activity change, negative = inhibition, usual class: inhibitors | 580,000 tested, 1.1% active; further: potency means the concentration at half of the fitted maximal effect; on the % scale 0 is the no-effect control and ±100 the full control effect
#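 Purified human 12hLO (150 nM final) in 25 mM Hepes, 0.01% Triton X-100, pH 7.0 was preincubated 15 min at room temperature with compound. Then 40 uM arachidonic acid was added, 30 min. Hydroperoxide was read by Fe-XO absorbance ratio 573/405 nm.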
# Pol kappa inh: qHTS for Inhibitors of Polymerase Kappa; DNA polymerase kappa (Homo sapiens), Q9UBT6; purified Pol kappa, fluorescent DNA synthesis assay, 10 min; Potency, µM (doses to about 107 µM), for the others: at the highest dose activity, negative = inhibition, most hits filed as inhibitors; 400,000 tested, 0.53% active; AID 588579, 2011; further: potency means the concentration at half of the fitted maximal effect; on the % scale 0 is the no-effect control and ±100 the full control effect
#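 Readout: fluorescence, taken kinetically at 0 and 10 min. Conditions: 10 nM Pol kappa, 15 min RT compound preincubation, 50 nM substrate final. Controls: enzyme-free buffer wells.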
# * hit, by the source's call; u = inconclusive; x = not tested or not shown; & = joins results of further samples; [ ] = another dose, or the depositor's remark. Unless noted, the call rests on the fitted dose curve; in most records, active means well fitted curve in the direction sought with a large enough effect; inconclusive means small, poorly fitted or top-dose-only effect, or another doubt; inactive means no such curve, though single readings can be large; an effect the other way counts as inactive or inconclusive.
SMILES,ERG Ets-DNA blk,POLB inh,TRHR ag,Apoferritin bind,APEX1 inh,BLM inh,Pol iota inh,12-LOX inh,Pol kappa inh
CCN1C(=O)c2cccc3c(N)ccc1c23,4%,3%,-0.2,-15%,-6%,-5%,u,-4%,-14%
COc1ccc(OC)c(NC(=O)NCCN2CCN(c3ccccc3)CC2)c1,12%,6%,-0.4,-11%,43%,2%,-8%,0%,-1%
COc1ccc(CNc2oc(COc3cccc(C)c3)nc2C#N)cc1,-1%,-9%,-1.1,342%[activator],x,-13%,-16%,u,0%
COc1cccc(C2=NN(S(C)(=O)=O)C(c3cn(-c4ccccc4)nc3-c3cccs3)C2)c1 (configuration not stated),4%,-7%,2.3,0%,x,-10%,u,-14%,-4%
CC1Cc2nc(SCC(=O)N3CCCC3)n(C)c(=O)c2S1 (configuration not stated),1%,-21%,-0.4,-5%,-5%,-3%,6%,5%[57.4 µM],-25%
O=C(Nc1ccc(C(=O)N2CCC(O)(c3ccc(Cl)c(C(F)(F)F)c3)CC2)cc1)c1ccc(Br)o1,-4%,x,0.2,x,1%,x,0%,u,6%
CCCCN(C)CCOc1ccccc1OCC,3%,2%,-0.6,-15%,10%,11%,23%,-27%,0%
C=Cn1ccnc1P(=S)(c1ccc2c(c1)c1ccccc1n2CC)c1nccn1C=C,x,10%,-2.0,-8%,1%,-8%,-8%,12%,-9%
CCOc1cc(N2CCOCC2)c(OCC)cc1NC(=O)CSc1ccccc1C(=O)O,-2%,x,0.4,x,2%,x,u,u,-19%
CCOC(=O)c1c(-c2ccc(C)cc2)csc1NC(=O)CCSc1nnc2ccccn12,9%,0%,0.3,-1%,1%,-4%,31%[activator],11%,1%
CNC(=O)CSc1nnc(-c2cccnc2)n1CCc1ccccc1,-4%,-15%,1.3,-18%,-6%,-1%,4%,25%,-19%
C/C(=N/NC(=O)CN1CCN(Cc2ccccc2Cl)CC1)c1ccncc1,-3%,-6%,0.2,-11%,-2%,-9%,-9%,0%,4%
CC1CCN(S(=O)(=O)c2cccc(C(N)=O)c2)CC1,-5%,-2%,0.8,1%,-4%,-1%,9%,-6%,-1%
CC12C=CC(=O)C=C1CCC1C2CCC2(C)C(C(=O)CO)CCC12 (configuration not stated),23%,x,x,x,x,x,u,5%,-16%
CC1CCCCN1CCNC(=O)c1ccc2c(c1)N(Cc1ccccc1)C(=O)c1ccccc1S2(=O)=O (configuration not stated),3%,60%,2.7,5%,-4%,2%,26%,-13%,7%
CC(/C=N/NC(=O)CSc1nc2ccccc2n1C)=C\c1ccco1,-7%,u,-0.7,u,-8%,-6%,56µM*,-26%,u
CCn1c(CC(=O)Nc2ccccc2)n[nH]c1=S,-7%,2%,0.0,-15%,25%,1%,39%[activator],u,1%
CCN1C(=O)C2(C(C#N)=C(N)Oc3cc(C)oc(=O)c32)c2ccccc21 (configuration not stated),-13%,-16%,1.6,2%,-1%,-2%,2%,0%,-16%
COc1ccc(Cl)cc1NC(=O)COC(=O)C(CC(C)C)N1C(=O)C2CC=CCC2C1=O (configuration not stated),3%,1%,-0.1,-1%,-3%,-10%,-6%,-18%,-14%
CC1(C)C(=O)Nc2ccccc2N1C(=O)COc1ncnc2c(Cl)cc(Cl)cc12,1%,21%,-0.3,u,16%,-11%,40%[activator],-3%,-6%
CCOCCCNC(=O)CCCn1nc(C)n2c(cc3sccc32)c1=O,-2%,19%,0.4,-6%,13%,0%,4%,10%,-2%
CCOC(=O)C1CCN(C(=O)C2CCN(S(=O)(=O)c3cc(Cl)ccc3Cl)CC2)CC1,-7%,-6%,-0.4,8%,0%,-6%,-3%[58.9 µM],0%,-8%
COc1cccc(C2c3[nH]c4ccccc4c3C[C@H]3C(=O)N(CCCO)CC(=O)N23)c1OC (some centres not stated),9%,2%,-1.2,2%,23%,-1%,25%,u,-15%
COCCNC(=O)CSc1c(C)cnc2c1c(=O)n(C)c(=O)n2C,-2%,-9%,0.5,2%,x,2%,16%,-3%,1%[60.1 µM]
O=C(NCCN1CCCCC1)Nc1ccccc1Cl,-9%,40%,0.6,1%,6%,8%,23%,u,-20%

# Two of these compounds in a different format.
# Each structure is followed by: ERG Ets-DNA blk | POLB inh | TRHR ag | Apoferritin bind | APEX1 inh | BLM inh | Pol iota inh | 12-LOX inh | Pol kappa inh
COc1ccc(CNc2oc(COc3cccc(C)c3)nc2C#N)cc1
    -1% | -9% | -1.1 | 342%[activator] | x | -13% | -16% | u | 0%
COc1cccc(C2=NN(S(C)(=O)=O)C(c3cn(-c4ccccc4)nc3-c3cccs3)C2)c1 (configuration not stated)
    4% | -7% | 2.3 | 0% | x | -10% | u | -14% | -4%

# Continued:
SMILES,ERG Ets-DNA blk,POLB inh,TRHR ag,Apoferritin bind,APEX1 inh,BLM inh,Pol iota inh,12-LOX inh,Pol kappa inh
COC(=O)c1c(-c2snnc2C)n[nH]c1C,-2%,-5%,0.4,0%,2%,-2%,229%[activator],183%[activator],-8%
C=CCN(CC=C)C(=O)C1CC(=O)N(c2ccc(Br)cc2)C1 (configuration not stated),-7%,8%,-0.1,-6%,-3%,-4%,10%,u,-5%
Cc1cc(C)cc(N(C(=O)CCC(=O)Nc2ccccn2)C(C(=O)NC(C)C)c2ccc(O)cc2)c1 (configuration not stated),x,-3%,0.6,-19%,1%,-4%,x,x,x
CN1CCN(CC(=O)c2ccccc2F)CC1,-22%,12%,-1.3,30%[activator],46%[activator],-3%,101%[activator],u,11%
CC(C)(CO)CN1CCC(n2nccc2NC(=O)C2CCCC2)CC1,2%,1%,0.9,-4%,7%,-3%,23%,1%,-26%
CC(=O)N1c2nc(-c3ccco3)nn2C2(CCCCC2)[C@@H]2CCCC[C@@H]21,-11%,29%,1.7,-10%,x,-1%,47%[activator],u,2%
COc1cc2ncnc(NCc3ccco3)c2cc1OC,-7%,2%,-1.6,-6%,u,-3%,-4%,0%,-13%
Nc1ncnc2nc(SCC(=O)Nc3ccccc3F)[nH]c12,4%,0%,-1.2,1%,69%[activator][12.4 µM],-5%,12%,u,-3%
Cc1oc(-c2ccccc2Cl)nc1CS(=O)CC(=O)NCCc1ccccc1 (configuration not stated),-26%,9%,0.6,-21%,31%,-1%,26%,-9%,3%
COc1ccc(C(=O)N/N=C(\C)Cn2cnc([N+](=O)[O-])n2)cc1,5%,2%,0.0,-2%,10%,-11%,18%,-11%,-1%
COC(=O)N/N=C/c1cccnc1,-6%,-2%,0.3,-17%,0%,0%,3%,-9%,1%
S=c1nc2ccccc2c2nc(-c3ccccc3Br)[nH]n12,4%,7%,-0.9,-7%,-4%,0%,22%,-8%,-2%
COC(=O)c1ccc2[nH]c([C@H](C)O)c([C@H](C)O)c2c1,20%,-26%,0.2,-16%,23%,-9%,23%,-2%,16%
Cc1ccnc(SC2CC(=O)N(c3ccc(F)cc3)C2=O)n1 (configuration not stated),1%,28%,1.3,1%,-3%,-2%,28%,6%,2%
Cn1c(NCCO)nc2c1c(=O)n(Cc1ccc(F)cc1)c(=O)n2C,-2%,-22%,-0.2,-9%,32%,0%,116%[activator],0%&10%,-9%
O=C(Nc1ccc2ccccc2c1)c1ccccc1O,2%,-26%,4.3,11%,21%,-4%,-19%,-7%,2%
Cc1cc(=O)oc2c(C(=O)/C=C/c3ccccc3)c(O)ccc12,1%,-16%,0.4,-6%,6%,1%,2%,2%,-14%
COc1ccc(-c2nc(S(=O)(=O)c3ccc(Cl)cc3)c(N3CCCCCC3)o2)cc1,-6%,6%,-0.5,-10%,x,-6%,-2%,u,-3%
N#CCc1nn(-c2ccc(Cl)cc2)c(N)c1C#N,-5%,-1%,0.0,-6%,0%,-6%,25%,-26%,-5%
O=c1c(-c2ccccc2)c(O)c2c(n1-c1ccccc1)CCCC2,-1%,6%,-0.3,-8%,4%,0%,25%,10%,-6%
O=C(Nc1ccc(NC(=S)NC(=O)C(c2ccccc2)c2ccccc2)cc1)c1ccccc1,15%,x,x,x,x,x,u,u,-16%
Fc1ccc2cnc(-c3ccccc3)cc2c1,11%,x,x,x,-7%,x,76%[activator],5%,3%
CCC(C(=O)NCc1ccco1)n1nc(C)c2c(C)n(-c3ccc(C)cc3)nc2c1=O (configuration not stated),-16%&1%,56%&30%,-0.8&-0.7,-11%&-12%,-14%,-1%&0%,15%&18%,u,8%&-11%
CC1(C)CC(=O)C=C(Nc2cccc(F)c2)C1,4%,14%,0.1,3%,19%,-5%,10%,0%,4%
NC(N)=N/N=C/c1ccc(OCc2ccccc2Cl)cc1,3%,8%,-0.6,u,1%,90%[activator],-26%,u,-16%
CCC1Cc2c(nc(N)c3c(N)nc(N4CCCCC4)c(C#N)c23)O1 (configuration not stated),0%,6%,0.2,74%[activator],-1%,-21%,151%[activator],27%,-8%

# A second format for 2 compounds above:
# Values run as follows: ERG Ets-DNA blk, POLB inh, TRHR ag, Apoferritin bind, APEX1 inh, BLM inh, Pol iota inh, 12-LOX inh, Pol kappa inh
COC(=O)N/N=C/c1cccnc1
 : -6%, -2%, 0.3, -17%, 0%, 0%, 3%, -9%, 1%
S=c1nc2ccccc2c2nc(-c3ccccc3Br)[nH]n12
 : 4%, 7%, -0.9, -7%, -4%, 0%, 22%, -8%, -2%

# An excerpt, so the mix of outcomes need not match the whole.
